D1 potentiator = Potentiators of Human D1 Dopamine Receptor: qHTS. D(1A) dopamine receptor (Homo sapiens), P21728. HEK293 TREx D1 cells, calcium flux, dopamine EC20 potentiation. potentiation, % at 10 µM. 360,000 tested, 0.036% active. AID 504651, 2011; in the data active means potentiation above about 30%; further: 0% is about no effect
RXFP1 antagonist = qHTS Assay for Antagonists of the Relaxin Receptor RXFP1 | HEK293-RXFP1, relaxin-stimulated cAMP HTRF, 30 min; hits give low values | Relaxin receptor 1 (Homo sapiens), Q9HBX9 | AID 1259400, 2018 | activity change, negative = inhibition, % at 57.5 µM | 350,000 tested, 0.59% active;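 active means activity change of -60% or lower, but not beyond a set lower limit; inconclusive means change between -60% and -40%, or beyond the set limit; inactive means change above -40%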; further: on the % scale 0 is the no-effect control and ±100 the full control effect
Target sequence (Q9HBX9 whole entry, looked up): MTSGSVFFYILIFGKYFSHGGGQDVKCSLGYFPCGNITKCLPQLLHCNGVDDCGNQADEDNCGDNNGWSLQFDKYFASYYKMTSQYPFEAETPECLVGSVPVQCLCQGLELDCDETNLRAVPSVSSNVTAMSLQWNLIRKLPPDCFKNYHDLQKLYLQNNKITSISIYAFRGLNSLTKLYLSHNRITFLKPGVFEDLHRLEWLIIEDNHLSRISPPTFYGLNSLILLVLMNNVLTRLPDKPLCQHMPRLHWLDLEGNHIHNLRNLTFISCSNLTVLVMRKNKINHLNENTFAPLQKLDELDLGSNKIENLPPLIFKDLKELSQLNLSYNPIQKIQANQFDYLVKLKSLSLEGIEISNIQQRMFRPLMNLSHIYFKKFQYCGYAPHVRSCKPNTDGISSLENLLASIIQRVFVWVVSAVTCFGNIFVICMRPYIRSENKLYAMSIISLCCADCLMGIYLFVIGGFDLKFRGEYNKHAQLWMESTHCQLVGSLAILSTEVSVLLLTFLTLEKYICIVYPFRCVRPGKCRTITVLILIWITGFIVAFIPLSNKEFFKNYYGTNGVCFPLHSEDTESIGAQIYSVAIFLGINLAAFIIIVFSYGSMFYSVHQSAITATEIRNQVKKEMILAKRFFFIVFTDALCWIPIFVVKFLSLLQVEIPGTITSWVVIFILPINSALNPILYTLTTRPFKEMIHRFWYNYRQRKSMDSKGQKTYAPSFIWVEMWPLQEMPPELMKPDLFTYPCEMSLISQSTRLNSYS
Glioma ERSR ind = qHTS for Inducers of the Endoplasmic Reticulum Stress Response (ERSR) in Human Glioma: qHTS; Potency, µM, inactives show at the highest dose activation, usual class: activators; U87-MG GRP78 promoter luciferase reporter, 16 h; 420,000 tested, 0.02% active; further: potency means the concentration at half of the fitted maximal effect; series mostly up to about 76 µM; % of control where 0% means no effect; nearly all actives have a fitted effect of over 35% in size
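Stably transfected U87-MG glioma cells carrying a GRP78-based luciferase sensor; 16 h compound incubation. Luminescence end-point read 10 min after Bright-Glo addition at room temperature.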
D1 antag = Antagonist of Human D 1 Dopamine Receptor: qHTS; D(1A) dopamine receptor (Homo sapiens), P21728; HEK293 TREx D1 cells, calcium flux, dopamine EC80; hits give low values; activity change, negative = inhibition, % at 10 µM; 360,000 tested, 3.2% active; AID 504652, 2011; in the data active means activity change below about -30%; further: on the % scale 0 is the no-effect control and ±100 the full control effect
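Antagonism measured as reduced calcium response to an EC80 dopamine addition following 180 s compound pre-read; cells were inducible HEK293 Trex D1 plated overnight at 30 C, read kinetically at 1 cycle/sec.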
RXFP1 ag = qHTS Assay for Agonists of the Relaxin Receptor RXFP1; Relaxin receptor 1 (Homo sapiens), Q9HBX9; Potency, µM (top dose mostly 57.5 µM), inactives show at the top dose activation, actives largely listed as activators; HEK293T-RXFP1 cAMP TR-FRET, 30 min; response scale: percent of porcine relaxin response, buffer zero; 370,000 tested, 0.3% active; further: potency means the concentration at half of the fitted maximal effect; on the % scale 0 is the no-effect control and ±100 the full control effect; nearly all actives have a fitted effect of over 60% in size; many of its hits are not listed in these tables
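Agonist response is measured as cAMP accumulation in an RXFP1-transfected HEK293T line under PDE4 inhibition. Values are scaled between buffer-only and 29 nM porcine relaxin, and EC50s come from standard Hill equation fits.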
D1 ag = Allosteric Agonists of the Human D1 Dopamine Receptor: qHTS; D(1A) dopamine receptor (Homo sapiens), P21728; HEK293 T-REx D1 cells, calcium flux, agonist mode; activation, % at 2 µM; 360,000 tested, 1% active; AID 504660, 2011; in the data active means activation above about 30%; further: 0% is about no effect
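Tetracycline-induced HEK293 TREx D1 cells, force-coupled to calcium signalling, were dye-loaded with a no-wash calcium kit. Compound was pin-added after a 10 s baseline. Fluorescence was read kinetically at 1 cycle/s for 180 s, with calcium rises flagged as agonism.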
D2 potentiator = HTS Assay for Positive Allosteric Modulators of the Human D2 Dopamine Receptor: Primary Screen for Potentiators; HEK293 T-REx D2, calcium flux, EC20 dopamine potentiation; 340,000 tested, 0.34% active; potentiation, % at 10 µM; D(2) dopamine receptor (Homo sapiens), P14416;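 active means potentiation over 3 SD above the plate norm, cut at about 30% in these data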; further: 0% is about no effect
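Tetracycline-induced HEK293 T-REx cells force-coupled to calcium signalling expressed D2; compounds were pin-added after a 10 s baseline, read kinetically 180 s, then an EC20 dopamine challenge followed with a further 180 s calcium read.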
Vif-A3F inh = qHTS for Inhibitors of Vif-A3F Interactions: qHTS | HeLa A3F-eYFP + Vif (tagged APOBEC3F with the HIV-1 protein that degrades it), YFP fluorescence increase | Potency, µM (highest dose often 46.1 µM), for the others: at the highest dose activity, negative = active | 390,000 tested, 0.2% active; further: potency means the concentration at half of the fitted maximal effect; % of control where 0% means no effect; nearly all actives have a fitted effect of over 65% in size
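HeLa cells stably expressing Vif plus C-terminally eYFP-tagged A3F were seeded, incubated overnight at 37 deg C, dosed with compound, incubated overnight again at 37 deg C. Yellow fluorescence (Ex 488/Em 500-530) reported blocked Vif-mediated A3F-eYFP degradation.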
Vif-A3G inh = qHTS for Inhibitors of Vif-A3G Interactions: qHTS. DNA dC->dU-editing enzyme APOBEC-3G (Homo sapiens), Q9HC16. HeLa A3G-eYFP + Vif (tagged APOBEC3G with the HIV-1 protein that degrades it), YFP fluorescence, overnight. Potency, µM (doses to about 46.1 µM), for the others: at the top dose activity, negative = active, actives largely listed as inhibitors. 410,000 tested, 0.076% active;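 further: potency means the concentration at half of the fitted maximal effect; on the % scale 0 is the no-effect control and ±100 the full control effect; nearly all actives have a fitted effect of over 60% in size; hits raise eYFP signal because A3G escapes Vif-driven loss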
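Read-out is eYFP fluorescence (Ex 488/Em 500-530) from Vif-expressing HeLa A3G-eYFP cells; more signal means A3G escaped Vif-mediated degradation. Cells plated overnight, compound pinned in, incubated overnight at 37 deg C.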
The depositor's hits bear a star; & = joins results of further samples. Unless noted, the call rests on the fitted dose curve; in most records, active means well fitted curve in the direction sought with a large enough effect; inconclusive means small, poorly fitted or top-dose-only effect, or another doubt; inactive means no such curve, though single readings can be large; an effect the other way counts as inactive or inconclusive. The list is partial; count on the stated rates, not on these rows.

`Cc1ccc([N+](=O)[O-])cc1S(=O)(=O)NCc1cccnc1` gave D1 potentiator -6, RXFP1 antagonist 1, Glioma ERSR ind -4%, D1 antag -2, RXFP1 ag 3.1%, D1 ag 4, D2 potentiator 8, Vif-A3F inh 1% and Vif-A3G inh 0%.
COc1ccc(OC)c(Cc2nnc(CCC(=O)N3CCN(C4CCCC4)CC3)o2)c1 was read as D1 potentiator -2, RXFP1 antagonist -14, Glioma ERSR ind 2%, D1 antag 10, RXFP1 ag -1.2%, D1 ag 0, D2 potentiator -5, Vif-A3F inh 1% and Vif-A3G inh 0%.
Screening N/C(Cc1ccc([N+](=O)[O-])cc1)=N\OC(=O)COc1cccc2ccccc12 returned D1 potentiator -5, RXFP1 antagonist 17, Glioma ERSR ind 2%, D1 antag 3, RXFP1 ag -1.1%, D1 ag 14, D2 potentiator 11, Vif-A3F inh 0% and Vif-A3G inh -2%.
Cc1cc(C)c2nc(SCC(=O)N(C)C3CCS(=O)(=O)C3)cc(C)c2c1 (centres undefined) was read as D1 potentiator 4, RXFP1 antagonist -5, Glioma ERSR ind 1%, D1 antag -12, RXFP1 ag 11%, D1 ag 4, D2 potentiator 1, Vif-A3F inh -2% and Vif-A3G inh 3%.
`CC1C(=O)N(Cc2cn(CC3CCCCC3)nn2)CCS(=O)(=O)N1Cc1ccc(-c2cccc(N(C)C)c2)cc1` (centres undefined) gave RXFP1 antagonist 1, Glioma ERSR ind -3%, Vif-A3F inh -6% and Vif-A3G inh 4%.
`O=C(COC(=O)c1ccc(S(=O)(=O)N2CCc3ccccc3C2)cc1)NC(=O)NCc1ccco1` gave D1 potentiator -3, RXFP1 antagonist 0, Glioma ERSR ind -4%, D1 antag -3, RXFP1 ag -0.9%, D1 ag 4, D2 potentiator -4, Vif-A3F inh -7% and Vif-A3G inh 0%.
`CCOC(=O)c1ccc(NC(=O)Cn2nc(SC)c(S(=O)(=O)c3ccc(Cl)cc3)c2N)cc1` gave D1 potentiator 0, Glioma ERSR ind -3%, D1 antag 5, RXFP1 ag -0.7%, D1 ag 15, D2 potentiator -4, Vif-A3F inh 1% and Vif-A3G inh -4%.
For COc1ccc(-c2nc3c(c(SCC(=O)N4CCCC4)n2)COC(C)(C)C3)cc1 the results were RXFP1 antagonist 8, Glioma ERSR ind -1%, Vif-A3F inh -4% and Vif-A3G inh -5%.
For COc1ccc(NC(=S)N(CCN2CCOCC2)Cc2cc3cc4c(cc3[nH]c2=O)OCO4)cc1 the results were D1 potentiator -8, D1 antag -11, RXFP1 ag 1.8%, D1 ag 2 and D2 potentiator -6.
For CC1(C)CC(=O)C2=C(C1)N(N1CCOCC1)C(N)=C(C#N)C2c1cccnc1 (centres undefined) the results were D1 potentiator -2, RXFP1 antagonist -21, Glioma ERSR ind -4%, D1 antag 6, RXFP1 ag 0.0%, D1 ag -1, D2 potentiator 5, Vif-A3F inh -1% and Vif-A3G inh -5%.
For Cc1ccc(C(=O)NNC(=O)CCOc2cccc(C)c2)cc1 the results were D1 potentiator 4, RXFP1 antagonist -2, Glioma ERSR ind -3%, D1 antag -6, RXFP1 ag -2.2%, D1 ag 0, D2 potentiator -8, Vif-A3F inh -28% and Vif-A3G inh 1%.
c1ccc(-c2nc3c([nH]2)CCc2nonc2-3)cc1 was read as D1 potentiator -1, RXFP1 antagonist -26, Glioma ERSR ind 4%, D1 antag -4, RXFP1 ag 2.9%, D1 ag 0, Vif-A3F inh 4% and Vif-A3G inh 0%.
`CN(C(=O)CC1C(=O)NCCN1Cc1ccc2ccccc2c1)C1CCOCC1` (centres undefined) gave D1 potentiator 1, RXFP1 antagonist -10, Glioma ERSR ind -3%, D1 antag -13, RXFP1 ag 0.9%, D1 ag 3, D2 potentiator -2, Vif-A3F inh inconclusive and Vif-A3G inh 0%.
`CCOc1cc(C(=O)NCc2ccccc2)ccc1OCC(=O)N1CCOCC1` gave D1 potentiator -6, RXFP1 antagonist -6, Glioma ERSR ind -1%, D1 antag 3, RXFP1 ag -0.5%, D1 ag 1, D2 potentiator 0, Vif-A3F inh 3% and Vif-A3G inh 1%.
Screening COc1ccc(-c2nnc(NC(=O)c3ccc(S(=O)(=O)N(C)CC4CCCO4)cc3)o2)c(OC)c1 (centres undefined) returned D1 potentiator -3, RXFP1 antagonist -8, Glioma ERSR ind 0%, D1 antag 2, RXFP1 ag -4.4%, D1 ag 0, D2 potentiator -3, Vif-A3F inh 8% and Vif-A3G inh -2%.

The final four records of the section above open the next one.
c1ccc(-c2nc3c([nH]2)CCc2nonc2-3)cc1 was read as D1 potentiator -1, RXFP1 antagonist -26, Glioma ERSR ind 4%, D1 antag -4, RXFP1 ag 2.9%, D1 ag 0, Vif-A3F inh 4% and Vif-A3G inh 0%.
`CN(C(=O)CC1C(=O)NCCN1Cc1ccc2ccccc2c1)C1CCOCC1` (centres undefined) gave D1 potentiator 1, RXFP1 antagonist -10, Glioma ERSR ind -3%, D1 antag -13, RXFP1 ag 0.9%, D1 ag 3, D2 potentiator -2, Vif-A3F inh inconclusive and Vif-A3G inh 0%.
`CCOc1cc(C(=O)NCc2ccccc2)ccc1OCC(=O)N1CCOCC1` gave D1 potentiator -6, RXFP1 antagonist -6, Glioma ERSR ind -1%, D1 antag 3, RXFP1 ag -0.5%, D1 ag 1, D2 potentiator 0, Vif-A3F inh 3% and Vif-A3G inh 1%.
Screening COc1ccc(-c2nnc(NC(=O)c3ccc(S(=O)(=O)N(C)CC4CCCO4)cc3)o2)c(OC)c1 (centres undefined) returned D1 potentiator -3, RXFP1 antagonist -8, Glioma ERSR ind 0%, D1 antag 2, RXFP1 ag -4.4%, D1 ag 0, D2 potentiator -3, Vif-A3F inh 8% and Vif-A3G inh -2%.
CCCn1c2ccccc2c2cnn(CC(=O)NCCN(CC)CC)c(=O)c21 was read as D1 potentiator 2&0, RXFP1 antagonist -5&4, Glioma ERSR ind -6%&-3%, D1 antag 3&14, RXFP1 ag 0.0%&4.2%, D1 ag 1&-2, D2 potentiator -9&-10, Vif-A3F inh 2%&0% and Vif-A3G inh 0%&1%.
CCOC(=O)N=S(=O)(Oc1ccc([N+](=O)[O-])cc1)c1ccc(Cl)cc1 (centres undefined) was read as D1 potentiator 0, RXFP1 antagonist -17, Glioma ERSR ind -2%, D1 antag -29, RXFP1 ag -0.4%, D1 ag 7, D2 potentiator 6, Vif-A3F inh -6% and Vif-A3G inh -1%.
O=C1NC(=O)/C(=C/c2ccc(-c3cccc([N+](=O)[O-])c3)o2)S1 was read as D1 potentiator -8, RXFP1 antagonist 3, Glioma ERSR ind 1%, D1 antag -9, RXFP1 ag 4.3%, D1 ag 0, D2 potentiator 6, Vif-A3F inh -3% and Vif-A3G inh 0%.
`CC1CCCCN1C(=O)Cn1c(=O)n(-c2ccc(Cl)cc2)c(=O)c2c3c(sc21)CCC3` (centres undefined) gave D1 potentiator 0, Glioma ERSR ind -3%, D1 antag -3, RXFP1 ag 0.7%, D1 ag 1, D2 potentiator -2, Vif-A3F inh -1% and Vif-A3G inh 2%.
For O=C(Nc1cccc(-c2ccc(N3CCCCC3)nn2)c1)C(F)(F)F the results were D1 potentiator -11, RXFP1 antagonist 5, Glioma ERSR ind -13%, D1 antag -33*, RXFP1 ag 0.0%, D1 ag 12, D2 potentiator -5, Vif-A3F inh 6% and Vif-A3G inh 2%.
CCOC(=O)c1c(NC(=O)CSc2nc3ccccc3s2)sc(C)c1C was read as D1 potentiator -2, RXFP1 antagonist -6, Glioma ERSR ind -1%, D1 antag 0, RXFP1 ag 3.2%, D1 ag 5, D2 potentiator -5, Vif-A3F inh -13% and Vif-A3G inh -6%.
`O=C(CSC1=Nc2ccccc2C2=NC(CC(=O)NCc3ccco3)C(=O)N12)NCc1ccco1` (centres undefined) gave D1 potentiator -2, RXFP1 antagonist -16, Glioma ERSR ind 3%, D1 antag 11, RXFP1 ag 0.1%, D1 ag 1, D2 potentiator 10, Vif-A3F inh -1% and Vif-A3G inh 1%.
`Cc1ccc(C(=O)O/N=C/c2c(Cl)n(C)c3ccccc23)cc1` gave D1 potentiator 3, RXFP1 antagonist -8, Glioma ERSR ind -2%, D1 antag -3, RXFP1 ag -3.8%, D1 ag 1, D2 potentiator -1, Vif-A3F inh 7% and Vif-A3G inh -1%.
CN1CCC(N(C)C(=O)c2cccc(S(=O)(=O)N3CCOCC3)c2)CC1 was read as D1 potentiator -8, RXFP1 antagonist -5, Glioma ERSR ind -3%, D1 antag 17, RXFP1 ag 1.5%, D1 ag 2, Vif-A3F inh -20% and Vif-A3G inh -1%.
`CCCCCC(=O)Nc1ccc(N2CCN(CC)CC2)c(Cl)c1` gave D1 potentiator -12, RXFP1 antagonist -4, Glioma ERSR ind 5%, D1 antag -52*, RXFP1 ag -0.3%, D1 ag 3, Vif-A3F inh -5% and Vif-A3G inh 1%.
For Cc1nc(/C(N)=N/OC(=O)c2cccc(Cl)c2)c(C(F)(F)F)o1 the results were D1 potentiator -2, RXFP1 antagonist 0, Glioma ERSR ind 1%, D1 antag 6, RXFP1 ag -1.0%, D1 ag 1, D2 potentiator -7, Vif-A3F inh 2% and Vif-A3G inh 1%.
`CCOc1ccc(C(=O)Cc2ccccc2)cc1` gave RXFP1 antagonist 1, Glioma ERSR ind 8%, Vif-A3F inh 2% and Vif-A3G inh -3%.
